Source: PubChem (several laboratories)
SR-BI HDL uptake: blocks mouse SR-BI lipid uptake from DiI-HDL. inhibition, % at 12.5 µM. ldlA[mSR-BI] CHO cells, DiI-HDL uptake fluorescence, 3 h. Q61009. 320,000 compounds, 0.96% hits;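 active means mean replicate inhibition of at least 70% and a set share of replicates each scoring 70 or more; inconclusive means meets just one of the two criteria; inactive means fails both criteria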;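 further: 0% = median of neutral control wells and 100% = median of positive control wells; values of inactives mirror those of a sister screen read the other way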
Target sequence (Q61009 whole entry, looked up): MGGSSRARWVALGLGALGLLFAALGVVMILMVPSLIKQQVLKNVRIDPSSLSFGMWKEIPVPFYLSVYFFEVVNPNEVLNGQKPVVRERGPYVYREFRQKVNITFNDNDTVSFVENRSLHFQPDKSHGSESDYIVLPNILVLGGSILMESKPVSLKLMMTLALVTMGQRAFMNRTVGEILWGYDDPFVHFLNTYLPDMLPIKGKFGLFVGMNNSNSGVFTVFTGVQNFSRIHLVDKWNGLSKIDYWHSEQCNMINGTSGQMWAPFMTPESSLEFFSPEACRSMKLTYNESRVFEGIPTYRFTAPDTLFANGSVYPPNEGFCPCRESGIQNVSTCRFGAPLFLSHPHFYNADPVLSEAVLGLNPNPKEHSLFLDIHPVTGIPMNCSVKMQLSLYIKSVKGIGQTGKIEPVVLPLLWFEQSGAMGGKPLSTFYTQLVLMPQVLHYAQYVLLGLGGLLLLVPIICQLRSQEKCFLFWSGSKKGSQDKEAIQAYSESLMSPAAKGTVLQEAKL
CAL PDZ FP-1: inhibitors of human CAL PDZ peptide binding | 300,000 compounds, 0.92% hits | AID 602252 | purified CAL PDZ, TMR-peptide fluorescence polarization, 1 h | Q9HD26 | inhibition, % at 24.9 µM;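 active means mean inhibition of at least 30% with at least half of replicates also reaching 30%; inconclusive means no clear call, values can overlap the other calls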;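 further: 0% = DMSO neutral control and 100% = excess unlabeled competitor peptide PRC23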
E coli growth: reduces bacterial viability in AddAB counter-screen; E. coli V3065 growth, OD600 absorbance, 18 h; inhibition, % at 11.9 µM; 330,000 compounds, 0.27% hits;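 active means inhibition above the campaign's mean inhibition across all tested compounds plus 3 SD, cut at about 9.9% in these data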;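 further: uninfected addAB+ strain grown without phage in ampicillin broth; 0% = DMSO wells and 100% = ciprofloxacin 0.95 µg/ml wells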
phage Ecoli inh: E. coli growth loss with phage present | growth absorbance | inhibition, % at 11.9 µM | 360,000 compounds, 0.26% hits | AID 651602; in the data active means inhibition above about 11%
MITF TRPM1 HTS: MITF TRPM1 promoter activation in melanoma cells; SK-MEL-5 TRPM1-promoter luciferase, 24 h; % of positive control, neutral wells = 0; activation, % at 12.5 µM; 300,000 compounds, 0.75% hits;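 active means mean activation of at least 80% with every replicate also reaching 80%; inconclusive means mean reaches 80% but some replicate falls short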;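 further: 0% = neutral control wells and 100% = parthenolide positive control wells; values of inactives mirror those of a sister screen read the other way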
SR-BI uptake up: activators of SR-BI mediated HDL lipid uptake. activation, % at 12.5 µM. 320,000 compounds, 0.096% hits. CHO ldlA[mSR-BI] cells, DiI-HDL uptake fluorescence, 3 h; 100 = double the neutral-control signal;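 active means mean replicate activation of at least 60% and every replicate at or above 60%; inconclusive means mean or all-replicate condition met, but not both; inactive means mean below 60% and not all replicates reaching 60%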;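 further: 0% = median plate neutral-control signal and 100% = twice that signal; values of inactives mirror those of a sister screen read the other way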
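Material: SR-BI-overexpressing, LDLR-lacking CHO cells | Dosing: Single compound concentration, delivered by pin transfer | Probe or stimulus: Labelled HDL, 10 µg/mL | Signal: Bottom-read cell fluorescence after medium removal, ex 550/em 595 nm | Schedule: 3 h, 37 °C | Evaluation: HDL uptake via cellular fluorescence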
AddAB inh: less growth of phage-infected E. coli with AddAB. AID 435030. inhibition, % at 11.9 µM. E. coli expressing H. pylori AddAB, absorbance growth. 330,000 compounds, 0.29% hits; in the data active means inhibition above about 12%;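 further: 0% = vehicle wells of infected cells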
CAL PDZ FP-2: human CAL PDZ-peptide interaction inhibition. Q9HD26. purified CAL PDZ, TMR-peptide fluorescence polarization, 1 h. inhibition, % at 20 µM. 330,000 compounds, 0.02% hits. AID 504414;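 active means highest replicate inhibition of at least 40%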;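 further: plate controls were DMSO neutral control wells for no effect and unlabeled competitor peptide control wells for full effect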
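Test system: tagged CAL PDZ domain / Buffer or medium: sodium phosphate/NaCl buffer pH 7.4 with TCEP, IgG, Thesit / Reagent: TMR-labelled reporter peptide T*-PRC34 bound in PDZ groove / Compound dosing: single point, 20 µM / Schedule: 1 h incubation at room temperature before polarization reading / Technique: fluorescence polarization (mP) / Benchmarks: unlabelled peptide, DMSO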
Tat transport: E. coli Tat transport inhibition; inhibition, % at 10 µM; E. coli MC4100 TorA-mCherry Tat export, fluorescence; 340,000 compounds, 0.036% hits; AID 488895;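 active means mean replicate inhibition at least 50% and at least half of replicates individually reaching 50%; inconclusive means only one of the two criteria met; inactive means neither criterion met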;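 further: exported cargo escapes ClpAP degradation while cytoplasmic cargo is degraded and loses fluorescence; 0% = median of neutral control wells and 100% = median of NaSCN control wells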
Wnt act: activates Wnt/beta-catenin signaling in a reporter cell assay. activator, plate reader. activation, % at 9.35 µM. 300,000 compounds, 1.2% hits. AID 743398; in the data active means activation above about 30%, passing the limit was not always enough; inconclusive means no clear call, values can overlap the other calls;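 further: 0% = neutral control wells and 100% = positive control wells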
* hit, by the source's call; ? = inconclusive; . = no result given.

SMILES	SR-BI HDL uptake	CAL PDZ FP-1	E coli growth	phage Ecoli inh	MITF TRPM1 HTS	SR-BI uptake up	AddAB inh	CAL PDZ FP-2	Tat transport	Wnt act
CCOc1ccc(CCNC(=O)c2nnn(CC(=O)Nc3c(C)cc(C)cc3C)c2N)cc1OCC	20	1	-1.5	3.7	-4	-20	2.5	-1.7	5	-1
Nc1nc2c(C(=O)N3CCOCC3)nnn2c2ccccc12	-4	-2	1.8	0.6	.	4	1.4	-1.3	8	29
Cc1cc(Nc2ccc(N3CCOCC3)cc2)c2cccc(C)c2n1	-24	-6	1.1	4.0	6	24	1.5	0.4	-7	0
CN(C)c1ccc(/C=C2\N=C(C(C)(C)C)OC2=O)cc1	-28	2	1.7	0.4	8	28	3.0	-0.6	0	-2
Cc1ccc(C(=O)NCC(=O)OCc2nnc(-c3ccccc3)o2)cc1	-9	-1	-0.7	0.9	-1	9	2.9	-2.9	8	-3
CCOC(=O)c1cccc(NS(=O)(=O)c2cnc[nH]2)c1	-8	-1	-0.2	2.5	-6	8	-0.9	-0.1	8	.
COc1ccc(CCNC(=O)CSc2nnc3ccc(-c4ccccn4)nn23)cc1	-10	-17	-1.3	1.6	2	10	1.5	-3.6	13	2
S=c1[nH]nc(-c2ccco2)n1-c1ccc(Br)cc1	-6	-2	2.4	3.1	.	6	6.4	0.2	-2	0
Cc1cccc(/C=N/NC(=O)c2ccccc2OCc2cccc(Br)c2)n1	.	2	-3.7	-0.2	-9	.	-0.3	-0.3	24	-4
Cc1ccnc(NC(=O)c2cccc(S(=O)(=O)N3CCCC3)c2)c1	13	0	2.3	1.5	4	-13	2.8	-1.8	-1	3
CSc1ccccc1NC(=O)COC(=O)c1c[nH]c(=O)[nH]c1=O	.	0	1.0	3.6	3	.	1.3	-2.1	1	0
Cc1ccc(N2C(=O)CC(Nc3ccccc3)C2=O)cc1 (centres undefined)	-14	-3	-2.2	4.1	-12	14	0.3	-0.6	1	-1
COc1ccc(CN2C(=O)c3ccccc3C2C(=O)NCCc2ccccc2)c(OC)c1 (centres undefined)	-22	0	-1.8	-0.4	13	22	-0.3	-1.4	-7	-5
Cc1cc(NC(=O)CCC(=O)N(c2ccccc2)C(C(=O)NC2CCCC2)c2ccccc2C)no1 (centres undefined)	-2	-5	-0.1	0.7	3	2	2.8	-3.9	0	1
O=[N+]([O-])c1ccc(Cl)c(S(=O)(=O)NCC2CCCO2)c1 (centres undefined)	8	-5	-2.6	1.1	-3	-8	4.6	-0.5	-3	.
CC(C)(C)NCc1ccccc1OCc1cccs1	-3	0	3.2	0.4	10	3	2.8	-2.3	-7	.
Cc1ccc(CNC(=O)[C@@H]2CCC(=O)N2Cc2ccco2)cc1	-12	-2	-0.8	-0.5	-4	12	-1.0	-1.0	11	-5
COc1ccc(NCc2cc(=O)oc3cc(NC(C)=O)ccc23)cc1	7	-3	-1.4	0.2	11	-7	-0.9	0.4	-10	-1
CC(=O)c1ccc(NC(=O)C2CCCN(S(=O)(=O)c3ccc(-n4cnnn4)cc3)C2)cc1 (centres undefined)	5	-2	-0.3	1.8	13	-5	2.2	0.0	3	-2
COc1ccc(OC)c(NC(=O)CSc2nc3ccccc3c(=O)n2CCNC(C)=O)c1	3	-1	3.1	2.4	.	-3	4.4	-0.2	-3	3
Cc1cc(C)c(C(N)=O)c(Nc2cccc(Cl)c2)n1	8	-3	1.6	0.0	5	-8	-1.4	-2.0	-18	2
O=C(NCc1cccs1)C1CCCN1C(=O)Nc1ccccc1Cl (centres undefined)	.	.	0.4	-2.3	0	.	2.1	-1.0	-3	-2
C[C@@H]1NC(=O)c2cc([N+](=O)[O-])cc(I)c2OCC[C@@H](C(N)=O)NC(=O)[C@H](CCCCN)NC1=O	-19	-2	0.2	.	0	19	1.3	0.4	-4	.
Cc1noc(C)c1S(=O)(=O)N1CCCC(C(=O)NCC2CCCO2)C1 (centres undefined)	2	-2	-3.6	-0.5	0	-2	-0.8	-1.3	-5	2
OCCNc1nc(Nc2ccccc2O)nc(N2CCCC2)n1	21	-2	0.8	-3.0	4	-21	4.3	0.0	-5	-1
CC(C)CCNC(=O)C(c1ccc(O)cc1)N(Cc1ccco1)C(=O)CCC(=O)Nc1nccs1 (centres undefined)	4	-2	2.1	-0.1	-4	-4	2.9	-2.9	-11	0
CCC(OC(=O)c1nsc(Cl)c1Cl)C(=O)NC(C)(C)C (centres undefined)	-12	-2	1.1	2.8	8	12	3.6	-2.6	-6	-1
CC(C)(C)CC(C)(C)NC(=S)NC1CCN(Cc2ccccc2)CC1	5	-2	1.5	3.7	-10	-5	3.0	-2.5	-1	-1
CCCCCN(C(=O)CCC(=O)OCC(=O)c1ccc(CCC)cc1)c1c(N)n(CCCC)c(=O)[nH]c1=O	23	2	0.3	2.1	-9	-23	1.2	-4.1	5	-2
Cc1nn(-c2ccccc2)c(Cl)c1C(=O)NNC(=O)c1ccncc1	5	.	-1.9	1.1	-2	-5	2.5	0.8	-3	16
CC(C)(C)c1ccc(C(=O)CSc2nc3ccccc3c(=O)[nH]2)cc1	-6	.	-0.2	-0.1	3	6	-0.5	0.2	-8	.
Cc1ccc(CSc2nnc3c(n2)OC2(Nc4ccccc4-3)C(=O)Nc3ccc(F)cc32)cc1 (centres undefined)	12	0	-0.3	1.1	-13	-12	-0.2	-3.1	-1	-1
Cc1ccc(C)c(N(CC(=O)NCc2ccco2)C(=O)CNS(=O)(=O)c2ccc(F)cc2)c1	3	-6	0.0	0.6	-3	-3	2.7	-1.1	2	-3
Cn1cnnc1SCC(=O)c1ccc2c(c1)NC(=O)CO2	-31	0	0.2	1.2	-14	31	-1.2	-0.8	3	-2
CCc1nn(CC(=O)NCCc2ccc(OC)cc2OC)c(=O)c2cc3occc3n12	7	-1	-0.6	0.8	3	-7	3.5	-0.9	-3	1
CCN(c1ccccc1)S(=O)(=O)c1ccc2ccccc2c1	-10	-4	1.6	1.6	-5	10	0.6	-0.5	11	0
COc1ccc(C(=O)NC(=S)Nc2ccccc2N2CCOCC2)cc1[N+](=O)[O-]	14	0	0.3	1.8	-7	-14	2.0	-1.9	5	.
Cc1c(F)cccc1NS(=O)(=O)c1ccccc1C#N	-26	0	0.6	0.7	-1	26	2.4	-0.7	0	-2
CCOC(=O)CSc1nc(C)cc(=O)[nH]1	-1	1	-2.7	2.0	9	1	-2.9	.	-9	.
C=C(C)CN(CC)C(=O)CC1C(=O)NCCN1Cc1c(F)cccc1Cl (centres undefined)	-45	-3	1.3	2.4	5	45	3.7	-2.5	-4	-3
O=C1CCNc2c(Cl)cccc21	-31	.	-0.2	1.8	.	31	1.3	-0.5	-7	1
COc1cccc(CC(=O)N2CCC(CCC(=O)Nc3cccc(OC)c3)CC2)c1	48	-1	0.6	1.0	13	-48	3.6	-1.2	-6	5
CN(CC(=O)NCCc1ccc(S(N)(=O)=O)cc1)c1ccccc1	-35	1	-2.7	2.3	8	35	0.8	-0.4	11	0
COc1cc(/C=N/OCC(=O)NC2CCCCC2)ccc1OCc1ccccc1	-4	-3	-1.5	0.9	12	4	-0.4	-2.0	-1	18
CC(Cc1n[nH]c(=S)n1N)c1ccccc1 (centres undefined)	-8	-1	3.1	1.1	-3	8	0.4	-0.3	4	4
O=C(CSc1nnc(-c2ccccc2)o1)NC(=O)Cc1ccccc1	-17	.	-0.7	1.6	10	17	0.2	-0.8	1	0
COc1ccc(CNC(=O)/C(C#N)=C/c2cccc(OC)c2OC)cc1	-14	1	1.7	-1.8	-3	14	2.9	-3.4	6	-1
CCOC(=O)C(C(=O)OCC)N(C#N)c1nc(C)cc(C)n1	-13	-1	-1.1	1.4	-14	13	-0.9	-0.4	-3	-4
CN(C)c1ncnc2c1C(c1ccccc1)C(C)(C)O2 (centres undefined)	17	-2	.	2.8	-3	-17	.	-1.3	7	1
COc1ccc(S(=O)(=O)N2c3ccccc3OCC2C(C)(C)C)cc1 (centres undefined)	-16	-3	0.4	5.8	3	16	1.9	-0.9	-2	-2

Later entries.
SMILES	SR-BI HDL uptake	CAL PDZ FP-1	E coli growth	phage Ecoli inh	MITF TRPM1 HTS	SR-BI uptake up	AddAB inh	CAL PDZ FP-2	Tat transport	Wnt act
CCN(CC(=O)Nc1ccccc1OC)C(=O)C1CC2C=CC1C2 (centres undefined)	-9	3	1.1	4.0	.	9	2.1	-2.2	10	-4
CC(C/C=N/NC(=O)COc1cc(Cl)ccc1Cl)c1ccccc1 (centres undefined)	5	-1	0.3	1.7	-5	-5	5.8	.	6	.
COC(=O)c1sc(NC(=O)c2cc3c(s2)CCCC3)nc1C	58	-2	0.7	0.9	?	-58	1.7	-1.5	-1	.
CCn1cc(CN2CCC(n3nccc3NC(=O)Cc3ccccc3)CC2)cn1	-20	15	-1.4	3.2	-3	20	-2.1	-0.7	-1	0
NC(=O)c1ccc(CN2CCc3ccccc3C2)cc1	-11	-4	1.3	2.9	.	11	2.3	0.5	8	0
COc1cccc(C(=O)COC(=O)C(C)N2C(=O)C3C4C=CC(C4)C3C2=O)c1 (centres undefined)	-14	-2	-1.5	1.0	5	14	-0.7	0.2	7	.
COc1ccc(CC(=O)OCC(=O)Nc2cccc(Cl)c2)cc1	-13	-2	-1.9	5.2	4	13	-0.9	0.1	0	0
CC(C)CCNCC1OCc2ccccc2CO1	0	3	1.2	3.4	8	0	2.2	-1.1	-6	0
COc1cccc(CNC(=O)CCCn2nc(C)c3c(C)n(-c4ccc(C)cc4)nc3c2=O)c1OC	24	-2	1.3	3.0	-32	-24	2.4	-0.5	-6	-3
Cn1c(=O)[nH]c(=O)c2c1nc(NCCCO)n2Cc1ccc(F)cc1	.	-1	5.5	1.6	3	.	1.8	0.1	0	.
CCCCNC(=O)c1cc(-c2ccc3c(c2)OCO3)on1	-1	-3	1.0	-1.2	74	1	2.1	0.2	-3	10
O=C(Nc1ccnn1C1CCN(Cc2c(F)cccc2Cl)CC1)C1CCCC1	7	-1	-1.9	1.5	-9	-7	1.2	-2.6	3	5
O=C(C1CCN(S(=O)(=O)c2ccc(Cl)cc2)CC1)N1CCC1	-7	-1	2.0	-1.1	5	7	0.5	-0.8	-2	-2
CC(=O)COC(=O)c1cccc(N2C(=O)C3C4C=CC(C4)C3C2=O)c1 (centres undefined)	0	.	-1.0	1.4	5	0	0.2	-0.2	-13	-1
O=C(CCS(=O)(=O)c1ccccc1)Nc1nncs1	-8	-1	-1.4	-1.1	1	8	2.3	-1.8	-4	7
